Source: PubChem BioAssay
GSTO1 counter = counter-screen for RBBP9 inhibitors: inhibitors of human GSTO1; inhibition, % at 5.96 µM; AID 1974; 1.1% of 300,000 active; recombinant GSTO1, activity-based probe fluorescence polarization; P78417;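 active means inhibition above the campaign mean inhibition plus 3 SD, cut at about 35% in these data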;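 further: 0% = GSTO1-1 with DMSO and 100% = wells lacking GSTO1-1 enzyme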
PAFAH1B2 FP inh = blocks human PAF acetylhydrolase 1b catalytic subunit 2; P68402; 1.2% of 340,000 active; inhibition, % at 3.39 µM; recombinant PAFAH1B2, FP-rhodamine activity probe, fluorescence polarization; AID 492953;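 active means inhibition above the mean of all tested compounds plus 3 SD, cut at about 24% in these data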;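 further: 0% = enzyme with DMSO and 100% = wells lacking PAFAH1B2; many of its hits are not listed in these tables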
PAFAH1B3 inh = inhibitors of human PAFAH1B3; Q15102; recombinant PAFAH1B3, FP-rhodamine probe, fluorescence polarization; inhibition, % at 3.39 µM; 0.28% of 340,000 active;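 active means inhibition above the screen-wide average of all tested compounds plus 3 SD, cut at about 25% in these data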;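 further: 0% = enzyme with DMSO only and 100% = wells lacking PAFAH1B3 protein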
LYPLA1 counter = counter-screen for PME1 inhibitors: inhibitors of human LYPLA1; O75608; inhibition, % at 5.9 µM; recombinant LYPLA1, FP-Rh probe fluorescence polarization; AID 2174; 0.16% of 320,000 active;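 active means inhibition above the mean of all tested compounds plus 3 SD, set per campaign, cut at about 14% in these data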;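 further: inhibitors block serine hydrolase probe labeling of LYPLA1 so polarization falls; 0% = enzyme with DMSO and 100% = wells lacking LYPLA1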
Target sequence (O75608 whole entry, looked up): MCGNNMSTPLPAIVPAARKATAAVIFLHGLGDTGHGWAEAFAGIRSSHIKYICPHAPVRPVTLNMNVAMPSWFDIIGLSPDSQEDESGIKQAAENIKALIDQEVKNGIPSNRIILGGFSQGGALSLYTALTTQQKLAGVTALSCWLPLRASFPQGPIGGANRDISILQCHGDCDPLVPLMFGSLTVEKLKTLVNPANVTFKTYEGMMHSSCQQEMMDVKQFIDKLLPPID
PME-1 primary = PME-1 (human) inhibition; recombinant PME-1, FP-Rh probe fluorescence polarization; inhibition, % at 5.9 µM; 0.53% of 320,000 active;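 active means inhibition above the campaign mean of all compounds plus 3 SD, cut at about 26% in these data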;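 further: competitive labeling of PME-1 active site by serine hydrolase directed probe; 0% = PME-1 with DMSO and 100% = wells lacking PME-1 enzyme; inhibitors block probe labeling so polarization falls and inhibition rises; many of its hits are not listed in these tables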
Target sequence (Q9Y570 whole entry, looked up): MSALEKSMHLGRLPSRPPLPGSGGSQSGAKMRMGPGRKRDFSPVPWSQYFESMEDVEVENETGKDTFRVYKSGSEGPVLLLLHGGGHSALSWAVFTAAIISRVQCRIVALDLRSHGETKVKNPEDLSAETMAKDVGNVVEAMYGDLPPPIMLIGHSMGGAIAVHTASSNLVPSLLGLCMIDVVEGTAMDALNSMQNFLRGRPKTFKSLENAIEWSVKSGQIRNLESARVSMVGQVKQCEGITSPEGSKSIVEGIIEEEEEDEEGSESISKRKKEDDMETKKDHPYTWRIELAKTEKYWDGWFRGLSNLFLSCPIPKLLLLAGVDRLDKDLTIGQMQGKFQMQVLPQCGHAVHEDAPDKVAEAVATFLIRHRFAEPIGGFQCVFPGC
LYPLA2 counter = blocks human lysophospholipase 2, a PME1 counter-screen; AID 2177; 0.38% of 320,000 active; recombinant LYPLA2, FP-Rh probe fluorescence polarization; inhibition, % at 5.9 µM;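 active means inhibition above the screen-wide mean plus 3 SD, limit set per campaign, cut at about 26% in these data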;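 further: 0% = LYPLA2 with DMSO and 100% = wells lacking LYPLA2 enzyme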
Target sequence (O95372 whole entry, looked up): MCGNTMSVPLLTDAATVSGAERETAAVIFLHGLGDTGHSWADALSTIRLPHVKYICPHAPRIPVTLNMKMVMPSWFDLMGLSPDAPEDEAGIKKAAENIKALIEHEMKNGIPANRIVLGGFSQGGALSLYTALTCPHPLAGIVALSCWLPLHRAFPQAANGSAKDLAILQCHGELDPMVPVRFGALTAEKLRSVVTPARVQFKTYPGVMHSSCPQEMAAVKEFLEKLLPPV
PAFAH2 inh = inhibitors of human PAFAH2. Q99487. recombinant PAFAH2, FP-rhodamine activity probe, fluorescence polarization. inhibition, % at 3.39 µM. 0.99% of 340,000 active. AID 492956;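 active means inhibition above the mean over all tested compounds plus 3 SD, cut at about 30% in these data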;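 further: inhibitors block probe labeling of enzyme so polarization drops; 0% = enzyme with DMSO and 100% = wells lacking PAFAH2 protein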
pPAFAH FP inh = pPAFAH (human) enzyme inhibition; recombinant pPAFAH, FP-rhodamine probe fluorescence polarization; 1.5% of 330,000 active; inhibition, % at 3.39 µM; AID 463082;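 active means inhibition above the mean inhibition across the screen plus 3 SD, cut at about 25% in these data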;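 further: inhibitors block binding of the rhodamine activity-based probe so polarization drops; 0% = enzyme with DMSO and 100% = wells lacking pPAFAH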
PAD4 FP inh = inhibitors of human PAD4; Q9UM07; recombinant PAD4, RCA probe fluorescence polarization; inhibition, % at 6.36 µM; 0.41% of 330,000 active; AID 485272;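 active means percent inhibition above a cutoff equal to the mean of all tested compounds plus 3 SD, cut at about 15% in these data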;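 further: 0% = PAD4 with RCA probe and DMSO and 100% = probe without PAD4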
Starred values were filed as active, the others as inactive; . = not tested or not shown. This is a subset; the hit share may differ from the screen's.

Below each compound – GSTO1 counter | PAFAH1B2 FP inh | PAFAH1B3 inh | LYPLA1 counter | PME-1 primary | LYPLA2 counter | PAFAH2 inh | pPAFAH FP inh | PAD4 FP inh
- Cc1cc2nc(C)n(CCCNC(=O)Nc3ccc(C#N)cc3)c2cc1C
  -9 | 5 | 4 | -4 | -6 | -10 | -3 | 1 | -1
- O=C(CN1C(=O)C2C3C=CC(C4CC34)C2C1=O)Oc1ccccc1 (configuration not stated)
  1 | 7 | -5 | 0 | -2 | 2 | 2 | 2 | 1
- C=CCn1c(SCc2ccc(C(=O)NCCO)cc2)nc2sc(C)c(C)c2c1=O
  -17 | 9 | 2 | -5 | -4 | 4 | 0 | -5 | -5
- CN(C)S(=O)(=O)c1ccc(C(=O)Nc2ccnn2C2CCCCC2)cc1
  0 | 5 | 5 | 1 | 5 | 6 | 0 | 3 | -3
- CCOc1ccccc1N1CC(C(=O)NCCOc2ccccc2OC)CC1=O (configuration not stated)
  -1 | 2 | 4 | 0 | 2 | 5 | 5 | -5 | 1
- CC(/C=C/C=C/c1ccccc1)=N/NC(=O)c1ccc2c(c1)OCCO2
  -3 | 7 | 5 | 0 | 2 | 2 | 6 | 5 | 3
- COCC(=O)N1CCCC(C(=O)c2ccc(Oc3ccccc3)cc2)C1 (configuration not stated)
  7 | 4 | 8 | 1 | 2 | 4 | -1 | 8 | -2
- CCN(CC)S(=O)(=O)c1ccc(C(=O)NCCN2C(=O)S/C(=C\c3cccnc3)C2=O)cc1
  -7 | -3 | 9 | 1 | 3 | 3 | -2 | 1 | 1
- CC(=O)Nc1cccc(C(=O)OCC(=O)Nc2nnc(-c3ccccc3)o2)c1
  4 | 4 | -4 | 1 | -1 | 2 | 4 | 6 | -1
- COc1ccccc1-n1ccnc1SCC(=O)NCc1ccco1
  6 | -1 | 3 | -5 | 4 | -6 | 5 | 2 | 5
- CC(C)[N+](C)(C)CC(O)CN(c1ccccc1)c1ccccc1 (configuration not stated)
  6 | 3 | 15 | -1 | -2 | -2 | 6 | 2 | 5
- Cc1nc(N2CCN(C)CC2)c2c(C)c(C(=O)Nc3ccc(C)c(F)c3)sc2n1
  -5 | 3 | 12 | -8 | 3 | -6 | -9 | -2 | 0
- COc1ccc(-c2nn(-c3ccccc3)cc2/C=C\C(=O)N2CCOCC2)cc1[N+](=O)[O-]
  -2 | -1 | 3 | -5 | 2 | -3 | -3 | -2 | -2
- Nc1c2c(nc3sc4c(c13)CCCCC4)CCCCC2
  -2 | 0 | 4 | -2 | -6 | 9 | 6 | 6 | 1
- CCc1cccc(CC)c1NC(=O)CN1CCN(c2ccccc2)CC1
  -7 | 7 | 13 | -3 | 9 | -1 | -1 | 0 | -3
- COc1ccc(CCN2C(=NC(=O)C(C)C)SC3CS(=O)(=O)CC32)cc1 (configuration not stated)
  14 | 4 | 4 | -1 | 2 | 2 | 1 | 0 | 2
- O=C(c1ccc(Cl)c(S(=O)(=O)N2CCc3ccccc32)c1)N1CCN(c2ccccc2O)CC1
  . | 5 | -1 | . | . | . | 5 | 37* | -1
- O=C(CN(c1cccc(Br)c1)S(=O)(=O)c1ccccc1)N/N=C/c1cc([N+](=O)[O-])ccc1O
  2 | . | . | -2 | 0 | -5 | . | 25* | -1
- Cc1ccc(-c2nnn(CC(=O)N(CC(=O)NCC3CCCO3)c3ccc(F)c(Cl)c3)n2)o1 (configuration not stated)
  4 | 3 | 18 | -1 | -5 | 2 | -2 | -2 | 0
- COc1ccc(CN2CCNC(=O)C2CC(=O)N(C)Cc2ccncn2)c(OC)c1 (configuration not stated)
  3 | 7 | 8 | 0 | -1 | 2 | 3 | -1 | -2
- O=C(COC(=O)C1CCN(S(=O)(=O)c2cccs2)CC1)c1cc2ccccc2o1
  12 | -1 | 6 | 4 | 3 | 4 | 2 | 6 | -4
- Cn1c2ccccc2c2nnc(N/N=C/c3ccc(O)cc3)nc21
  0 | . | . | 1 | 5 | 2 | . | 1 | 3
- Cc1nnc(NC(=O)CSc2nnc(-c3ccc(S(=O)(=O)N4CCCC4)cc3)n2C)s1
  -1 | 2 | -7 | -1 | 4 | -4 | 1 | -4 | -4
- C=CCn1c(SCC(C)=O)nnc1-c1ccc2ncccc2c1
  -11 | -2 | 0 | 7 | 0 | 2 | -3 | 4 | -4
- CC(C)C(=O)NC(=S)Nc1ccc(CN2CCOCC2)cc1
  3 | -2 | -5 | 0 | -4 | -7 | 3 | -2 | 2
- Cc1ccc(-c2ocnc2C(=O)N2CCOCC2)cc1
  -2 | -3 | 2 | -3 | 4 | 2 | 8 | -3 | -2
- Cc1ccc(C)c(NC(=O)CCc2c(C)nn(-c3ccc(N4CCCCC4)nn3)c2C)c1
  -7 | 2 | -2 | -5 | -5 | -8 | -6 | 4 | -1
- COc1cc2ncnc(NCc3ccccc3F)c2cc1OC
  -1 | 0 | 10 | 2 | 3 | 2 | -2 | -1 | -1
- Cc1ccc(CN2CCN(c3cccc4[nH]ccc34)CC2)cc1
  3 | 4 | 2 | 0 | 3 | 1 | -2 | 6 | 4
- O=C(NCC(=O)N1CCCC1)c1ccc(Cl)cc1
  -2 | -6 | 11 | 0 | -5 | 4 | -6 | -3 | 3
- CC(C)Sc1nc(N2CCOCC2)c2c3c(sc2n1)COC(C)(C)C3
  -4 | -1 | 6 | 1 | -2 | -2 | -7 | -1 | 2
- CN(C)c1ccc(/C=C2/SC(=O)N(CCN=C3NS(=O)(=O)c4ccccc43)C2=O)cc1
  0 | 3 | 5 | -4 | -3 | 0 | 1 | 1 | -1
- CN(C)CCCN(C(=O)c1ccc2c(c1)CCCC2)c1nc2ccc(F)cc2s1
  0 | 0 | 5 | -2 | -3 | 5 | 0 | 3 | -5
- CC(C)CC(OC(=O)c1cccs1)C(=O)NCc1cccs1 (configuration not stated)
  3 | 5 | 4 | -5 | 2 | -2 | -4 | -1 | -2
- CCc1nn2c(NCCCO)cc(C)nc2c1-c1ccc(F)cc1
  1 | 5 | 6 | 3 | -3 | 1 | 3 | -1 | -1
- CC(C)OCCCNC(=O)c1ccc2c(=O)n(Cc3ccc4c(c3)OCO4)c(=S)[nH]c2c1
  8 | -2 | 7 | -1 | 2 | 4 | -2 | 1 | -1
- Cc1ccc(C(=O)Nc2ccccc2Sc2ccccc2)cc1
  1 | 3 | 8 | -1 | 1 | -3 | -7 | 7 | 0
- C=CCN1C(=O)c2ccc(C(=O)N(CC)CC(=O)Nc3cc(Cl)ccc3C)cc2C1=O
  -4 | -5 | -1 | 2 | 5 | -4 | -3 | 1 | -3
- Cc1ccc(/C=N/NC(=O)c2ccc(Br)o2)s1
  -2 | -1 | 9 | -2 | 6 | 0 | 2 | 2 | -2
- O=C(NCc1ccccc1)/C(=C\c1ccccc1)NC(=O)c1ccco1
  3 | -2 | 3 | 4 | -5 | 4 | 5 | 8 | -2
- CC(=O)Nc1ccc(-c2nnc(SCC(=O)Nc3ccc4c(c3)oc3ccccc34)n2C)cc1
  -5 | 0 | -7 | -10 | -14 | -14 | 5 | -7 | -7
- O=C(O)c1ccc2c(c1)CCCN2
  4 | . | . | 0 | -6 | 5 | . | 1 | 1
- CN(C)/C=C/C=C1C(=O)CCCC1=O
  8 | 2 | -6 | -5 | -3 | -11 | 20 | 1 | -1
- COc1cccc(OCC(=O)Nc2cc(NC(=O)COc3cccc(OC)c3)cc(C(=O)O)c2)c1
  -12 | -2 | 13 | -6 | -4 | -9 | -5 | -2 | 10
- Cc1cc(C(F)F)n2ncc(C(=O)NCc3ccccc3F)c2n1
  4 | -4 | -1 | 3 | 6 | 11 | 2 | 1 | -3
- NS(=O)(=O)c1ccc(NS(=O)(=O)c2ccc(NC(=O)C3CC3)cc2)cc1
  -1 | -2 | 3 | -1 | 0 | -1 | -4 | 3 | 1
- CC(C)OC(=O)c1cccc(C(=O)OCc2ccco2)n1
  3 | -2 | 1 | 2 | -3 | -4 | 9 | 1 | 1
- CCCCNC(=O)CN1C(=O)C(CC)Oc2ccc(Cl)cc21 (configuration not stated)
  7 | 3 | 2 | 0 | -6 | 5 | -3 | -2 | 2
- CC1(C(=O)OCC(=O)Nc2ccc(C(N)=O)cc2)CC1(Cl)Cl (configuration not stated)
  -5 | -3 | 9 | 2 | 2 | -1 | 6 | -1 | 1
- Cc1cc(C(=O)NC2CCCc3c2cnn3-c2ccc(C)c(C)c2)no1 (configuration not stated)
  -2 | -2 | 6 | 2 | 0 | 4 | 1 | 3 | -2
- CN(C)c1ccc(C(=O)N2CC(=O)N(CCc3ccccc3)C(=O)C2)cc1
  -1 | 4 | 9 | -4 | 1 | 0 | 8 | 5 | 4
- CCC(=O)Nc1cccc(-c2nnc(-c3ccccc3)o2)c1
  -10 | 2 | 5 | -1 | -2 | 3 | 2 | 4 | -2
- CC1CCN(C(=O)COC(=O)c2n[nH]c3ccccc23)CC1
  3 | 6 | 8 | 5 | -1 | 3 | 1 | 2 | 3
- O=C(NCC(=O)N(Cc1ccco1)C(C(=O)NC1CCCCC1)c1ccncc1)c1cccs1 (configuration not stated)
  6 | 4 | 1 | -2 | -3 | 3 | 5 | 4 | -2
- CC(O)CC(C)O (configuration not stated)
  . | 3 | 9 | 0 | 0 | -3 | 7 | -2 | 1
- COc1cc(CNC2CCCCC2)c(Br)cc1OC1CCCC1
  -1 | -1 | 2 | 1 | 4 | 9 | 0 | 4 | -4
- CCC(C)NS(=O)(=O)c1ccc(NS(=O)(=O)c2ccccc2[N+](=O)[O-])cc1 (configuration not stated)
  1 | 10 | 3 | 0 | 4 | 1 | 3 | 16 | -1
- COc1ccc(CCC(=O)OC(C)C(=O)c2ccc(C)cc2)cc1 (configuration not stated)
  -2 | 1 | 1 | -3 | 2 | 0 | -2 | 3 | 4
- CCOc1cccc(/C(O)=C2/C(=O)C(=O)N(CCOC)C2c2ccncc2)c1 (configuration not stated)
  -4 | -6 | -2 | 3 | 3 | 5 | -3 | -5 | 2
- CCOC(=O)C1CCCN(S(=O)(=O)Cc2ccccc2Cl)C1 (configuration not stated)
  0 | 9 | 0 | 0 | -2 | -2 | 7 | -4 | -5

Going on with the list:
Below each compound – GSTO1 counter | PAFAH1B2 FP inh | PAFAH1B3 inh | LYPLA1 counter | PME-1 primary | LYPLA2 counter | PAFAH2 inh | pPAFAH FP inh | PAD4 FP inh
- CC(C)c1ccc(N(C(=O)c2ccc3c(c2)OCO3)C2C=CS(=O)(=O)C2)cc1 (configuration not stated)
  8 | 1 | -2 | 0 | 2 | 2 | 1 | 0 | -4
- Cc1ccccc1C(CC(=O)c1cccs1)C(C#N)C#N (configuration not stated)
  -8 | 3 | 5 | -4 | -4 | -6 | -3 | 4 | -5
- CCOc1ccc(CCNC(=O)C2CCC(=O)N2C2CCCCC2)cc1OCC (configuration not stated)
  10 | 4 | 5 | 2 | -2 | 4 | 2 | -6 | 4
- CCOc1ccccc1N1CCN(S(=O)(=O)c2ccc(Cl)s2)CC1
  9 | 18 | 0 | -2 | 7 | 0 | 16 | 10 | -2
- COCCCn1c(SCC(=O)OC2CCCCC2)nnc1-c1cccs1
  -2 | 6 | 3 | -1 | 0 | 7 | 4 | -4 | -2
